Source: PubChem BioAssay
12-LOX inh: blocks human arachidonate 12S-lipoxygenase; P18054; purified 12hLO, xylenol orange hydroperoxide absorbance; Potency, µM (doses to about 108 µM), inactives show at the highest dose activity change, negative = inhibition, actives largely listed as inhibitors; 580,000 compounds, 1.1% hits; AID 1671190; note: % is set by controls: 0 for no effect and ±100 for the full control effect
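Hydroperoxide product was detected by ferrous iron/xylenol orange as the 573 to 405 nm absorbance ratio. Arachidonic acid at 40 uM (final) was turned over for 30 min at room temperature by 150 nM human 12hLO, pH 7.0 Hepes buffer, after 15 min compound preincubation.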
JMJD2A Tudor: blocks the human JMJD2A Tudor domain; O75164; AlphaScreen JMJD2A-Tudor / H3K4me3 peptide binding; Potency, µM (series often up to 114 µM), inactives show at the top dose activity change, negative = inhibition, actives largely listed as inhibitors; 390,000 compounds, 4.4% hits; AID 504339; note: % is set by controls: 0 for no effect and ±100 for the full control effect; nearly all actives have a fitted effect of over 50% in size
rTrxR1 inhibitor: rat TrxR1 inhibition; recombinant rTrxR1, NADPH fluorescence consumption, selenite substrate; Potency, µM (highest dose often 114 µM), for inactives: at the top dose activity change, negative = inhibition, actives largely listed as inhibitors; 390,000 compounds, 1% hits; note: % is set by controls: 0 for no effect and ±100 for the full control effect; nearly all actives have a fitted effect of over 65% in size
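Rat TrxR1 (90 nM in the dispensed reagent) was pre-reduced with 400 uM NADPH for 5 min at room temperature, then incubated with compound for 15 min. After 400 uM selenite was added, NADPH fluorescence (Ex 340/Em 450 nm) was followed for 8 min.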
ERG-DNA inh: ERG Ets/DNA interaction inhibition. 370,000 compounds, 0.028% hits. Potency, µM (titrated, usually from 76.9 µM), without a hit: at the highest dose FP activity, negative = inhibition, hits mostly inhibitors. P11308. fluorescence polarization, His-ERG Ets domain / labelled DNA; active = well fitted inhibition curve with a large enough effect in the polarisation, with a control signal flat; inconclusive = small, poorly fitted or top-dose-only effect, or effect the other way, or a change in a side signal; inactive = no such curve, though single readings can be large or run the other way; the % refers to the polarisation;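 note: polarization taken with two DNA probes labelled with fluorescein and Texas red; % of control where 0% means no effect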
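His-tagged ERG Ets domain (1 uM in the protein solution; 300mM KCl, 50mM Tris-HCl, 1mM EDTA, 1mM DTT, pH 7.5) received compound, then a probe mix of 5 nM fluorescein-DNA and 100nM Texas-615-DNA. Fluorescence polarization was read for both dyes.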
HP1b binding inh: HP1-beta chromodomain-methylated histone interaction inhibition; P83916; AlphaScreen HP1-beta / biotin-H3K9me3 peptide binding; Potency, µM (doses to about 114 µM), without a hit: at the highest dose activity change, negative = inhibition, hits mostly inhibitors; 390,000 compounds, 0.56% hits; AID 540317; note: nearly all actives have a fitted effect of over 70% in size; inactives centre near 23
Target sequence (P83916 whole entry, looked up): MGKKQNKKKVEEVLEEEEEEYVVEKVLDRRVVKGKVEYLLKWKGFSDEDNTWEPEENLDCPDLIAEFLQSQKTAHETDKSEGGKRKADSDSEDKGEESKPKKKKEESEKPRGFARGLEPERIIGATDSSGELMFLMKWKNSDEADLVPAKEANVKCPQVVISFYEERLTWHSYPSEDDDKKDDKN
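HP1-beta protein (50 nM final) preincubated 30 min at room temperature with biotinylated H3(1-18)K9me3 peptide (50 nM) in PBS pH 7.4, 0.01% Tween-20, then compound added for 30 min. AlphaScreen streptavidin donor/nickel chelate acceptor beads (10 ug/mL final), 30 min dark, luminescence read.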
Pin1 inhibitor: human Pin1 inhibition; Q13526; Pin1 FP peptide displacement, HiFluor488, 10 min; Potency, µM (highest dose often 115 µM), for the others: at the highest dose activity, negative = inhibition, hits mostly inhibitors; 390,000 compounds, 0.009% hits; active = well fitted inhibition curve with a large enough effect in the polarisation, with a control signal flat, not every such curve was filed as active; inconclusive = small, poorly fitted or top-dose-only effect, or effect the other way, or a change in a side signal; inactive = no such curve, though single readings can be large or run the other way; the % refers to the polarisation; note: % is set by controls: 0 for no effect and ±100 for the full control effect
Target sequence (Q13526 whole entry, looked up): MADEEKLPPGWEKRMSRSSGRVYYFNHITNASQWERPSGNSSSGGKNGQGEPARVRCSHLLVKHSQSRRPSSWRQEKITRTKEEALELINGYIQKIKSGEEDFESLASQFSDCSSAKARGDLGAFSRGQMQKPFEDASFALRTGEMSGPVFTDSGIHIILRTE
RGS4 inh: human RGS4 inhibition | Transcreener GDP fluorescence polarization, RGS4-accelerated GTP hydrolysis | Potency, µM (top dose mostly 114 µM), for the others: at the highest dose activity change, negative = inhibition, most hits filed as inhibitors | 390,000 compounds, 0.039% hits | AID 504845; note: % is set by controls: 0 for no effect and ±100 for the full control effect; nearly all actives have a fitted effect of over 75% in size; some results filed as inactive show a strong effect at the top dose
Target sequence (P49798 whole entry, looked up): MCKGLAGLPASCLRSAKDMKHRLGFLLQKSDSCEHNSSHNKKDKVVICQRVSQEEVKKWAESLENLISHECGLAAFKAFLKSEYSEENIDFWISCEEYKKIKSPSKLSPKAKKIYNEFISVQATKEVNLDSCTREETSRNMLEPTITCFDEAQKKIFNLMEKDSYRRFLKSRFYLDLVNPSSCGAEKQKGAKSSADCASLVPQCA
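MLSMR compounds (23 nl, pin-transferred) preincubated 10 min at room temperature with a 500nM (2x) first reagent, then RGS4 at 900nM (2x) plus Transcreener GDP mix added; fluorescence polarization (620/688 nm) read before and after 90 min at 30 °C.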
GLS inhibitor: glutaminase GLS (human) inhibition; GLS enzymatic activity, qHTS titration; Potency, µM (highest dose often 45.5 µM), without a hit: top-dose activity change, negative = inhibition, actives largely listed as inhibitors; O94925; 410,000 compounds, 0.21% hits; note: % is set by controls: 0 for no effect and ±100 for the full control effect
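hKGA in 45 mM KH2PO4 (pH 8.2), 0.02% Tween-20 with compound, then 1mM L-Glutamine (stock as added) plus glutamate oxidase/HRP/Amplex red coupling mix. Fluorescence read initially and after 30 min at RT; signal change reflects glutamate formation.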
PGK inhibitor: inhibitors of T. brucei phosphoglycerate kinase; 380,000 compounds, 0.043% hits; PGK/GAPDH coupled, Kinase-Glo luminescence, 60 min; Potency, µM (top dose mostly 57.5 µM), inactives show top-dose activity change, negative = inhibition, actives largely listed as inhibitors; AID 602233; note: % is set by controls: 0 for no effect and ±100 for the full control effect; nearly all actives have a fitted effect of over 60% in size
Target sequence (P07378 whole entry, looked up): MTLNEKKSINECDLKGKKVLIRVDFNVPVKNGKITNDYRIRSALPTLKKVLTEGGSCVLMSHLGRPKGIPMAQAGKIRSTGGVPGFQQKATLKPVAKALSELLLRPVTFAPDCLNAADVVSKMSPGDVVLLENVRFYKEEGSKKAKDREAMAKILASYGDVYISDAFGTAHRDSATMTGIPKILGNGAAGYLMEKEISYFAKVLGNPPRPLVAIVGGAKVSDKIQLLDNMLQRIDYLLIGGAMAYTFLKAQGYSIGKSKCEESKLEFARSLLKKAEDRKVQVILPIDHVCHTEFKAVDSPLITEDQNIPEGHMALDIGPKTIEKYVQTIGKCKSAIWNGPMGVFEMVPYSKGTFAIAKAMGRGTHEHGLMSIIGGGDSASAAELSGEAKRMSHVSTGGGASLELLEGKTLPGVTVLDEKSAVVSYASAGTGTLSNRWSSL
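Recombinant glycosomal PGK reaction used 1,3-bisphosphoglycerate generated in-well by GAPDH (100nM final) in 100mM TEA pH 7.6, 5mM MgCl2, 0.01% Tween-20. After 60 minutes at room temperature, ATP was read by Kinase-Glo Plus luminescence end-point.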
An asterisk follows results filed as active; i = inactive; ? = inconclusive; nt = not tested or not shown; & = joins results of further samples; ! = not confirmed by another sample; [ ] = another dose, or the depositor's remark. Unless noted, calls come from the whole dose curve; as a rule, active = well fitted curve in the direction sought with a large enough effect; inconclusive = small, poorly fitted or top-dose-only effect, or another doubt; inactive = no such curve, though single readings can be large; an effect the other way counts as inactive or inconclusive. Potency is the fitted concentration of half-maximal effect. These rows are one share of the data. The share of hits here may be higher or lower than overall.

item	12-LOX inh	JMJD2A Tudor	rTrxR1 inhibitor	ERG-DNA inh	HP1b binding inh	Pin1 inhibitor	structure	RGS4 inh	GLS inhibitor	PGK inhibitor
1	-24%	79µM*	11%[57.1 µM]	4%	0%	1%	COc1cccc(NC(=O)CSc2nc(O)c(C)c(=O)n2-c2ccc(C)cc2)c1	-28%	4%	-9%
2	12%	-19%	16%	-9%	24%	-4%	c1ccc(CCNc2ccc3nncn3n2)cc1	17%	0%	2%
3	-1%	-21%	-12%[57.1 µM]	-2%	16%	?	CC1CCN(C(=O)C(NS(=O)(=O)c2cccc3nsnc23)c2ccccc2)CC1 (stereo unspecified)	30%	3%	0%
4	-20%	?	-12%[57.1 µM]	-4%	-15%	1%	O=C1COc2ccc(-c3csc(=Nc4ccc(OC(F)F)cc4)n3CC3CCCO3)cc2N1 (stereo unspecified)	-7%	2%	6%
5	-19%	-11%	24%	3%	5%	-1%	Cc1c(C)c2c(cc(C)c3c(-c4ccccc4)coc32)oc1=O	20%	1%	-6%
6	1%	-17%	6%	-3%	23%	?	Cc1ccc(C)c(N2CCN(C(=O)c3ccc4nsnc4c3)CC2)c1	-5%	3%	7%
7	-15%	?	23%[57.1 µM]	1%	-3%[57 µM]	-1%	Cc1ccc(C)c(N2CCN(C(=O)c3cc(S(=O)(=O)N4CCCCCC4)cn3C)CC2)c1	16%	27%	-2%
8	-10%	-22%	12%	6%	33%	1%	COc1cccc(/C=N/NC(=O)CNC(=O)C(c2ccccc2)c2ccccc2)c1O	-3%	1%	-6%
9	-32%	-5%	1%	-2%	59%[activator]	29%	Cc1ccc(-c2noc(-c3cccnc3NCc3ccc(Cl)cc3)n2)cc1	-8%	6%	-8%
10	?	-18%	5%[57.1 µM]	18%	0%	4%	O=C1C2C3C=CC(C4CC34)C2C(=O)N1CCCCN1CCN(c2ccc(F)cc2)CC1 (stereo unspecified)	-23%	-3%	-4%
11	-18%	-16%	21%[57.1 µM]	5%	5%	?	COc1ccccc1NC(=O)CSc1ncc2c(n1)-c1ccccc1N(Cc1ccccc1C)S2(=O)=O	-7%	-7%	-11%
12	?	6%	-8%[57.1 µM]	6%	42%[activator]	-6%	C[C@H](CO)N1C[C@H](C)[C@@H](CN(C)C(=O)NC2CCCCC2)Oc2c(NC(=O)c3ccncc3)cccc2C1=O	-17%	1%	-2%
13	?	-5%	2%[57.1 µM]	-12%	32%	-2%	CNC(=O)OCc1cccc(COC(=O)NC)n1	-19%	1%&7%	5%
14	-21%	5%	3%	-2%	-16%	-4%	CCOC(=O)c1c(NC(=O)c2cc(C)on2)sc(C)c1C	?	-5%	i
15	-1%	-12%	?	-6%	52%[activator]	2%	NC(=O)C1CCN(C(=O)c2ccc(CS(=O)(=O)c3c(Cl)cccc3Cl)o2)CC1	18%	18%	-1%
16	-11%	-10%	2%	-11%	13%[57 µM]	-1%	CN(CCOc1ccccc1)C(=O)c1ccc(OC2CCN(C(=O)C3CC3)CC2)cc1	-4%	-13%	-5%
17	-5%	45µM*	7.1µM*	-5%	?	nt	COc1cccc(NC(=O)CSc2nnc(-c3ccco3)c(-c3ccco3)n2)c1	?	38%[activator]	-17%
18	?	-3%	-13%[57.1 µM]	-2%	46%[activator]	-1%	O=C(NC(=S)Nc1ccc(C(F)(F)F)cc1)c1csnn1	-54%	-5%	-5%
19	-14%	2%	17%	2%	37%	3%	CCN(c1ccccc1)c1nnc(NC(=O)Nc2cccc(C(F)(F)F)c2)s1	0%	1%	3%
20	1%	-2%	12%[57.1 µM]	1%	29%	1%	COc1cc(CNC2CCCC2)c(Br)cc1OCc1ccccc1	-18%	-14%	i
21	?	11µM*	-6%	nt	7.1µM*	4%	COC(=O)C1=C(C(=O)OC)SC(=C2C(=S)C(C)(C)N(C(=O)C(C)C)c3ccccc32)S1	-42%	-1%	-8%
22	-5%	-19%	17%	-5%	14%	-1%	NS(=O)(=O)c1ccc(CNC(=O)c2ccc(Cl)c(S(=O)(=O)NCc3ccccc3)c2)cc1	4%	-1%	0%
23	0%	-5%	16%	-4%	45%[activator]	-5%	CCC(C)c1ccccc1NC(=O)CN(C)CC(=O)Nc1ccccc1SC (stereo unspecified)	3%	-3%	5%
24	8%	5%	-7%	-14%	18%	-5%	COC(=O)COc1ccccc1/C=C1/NC(=O)NC1=O	-12%	2%	i
25	?	0.89µM*	15%	-8%	?	-15%	CCOC(=O)N1CCC(N2CCN(S(=O)(=O)c3ccc4ccccc4c3)CC2)CC1	35%	0%	-8%

Entries above that contain a CF3 group (two):
item	12-LOX inh	JMJD2A Tudor	rTrxR1 inhibitor	ERG-DNA inh	HP1b binding inh	Pin1 inhibitor	structure	RGS4 inh	GLS inhibitor	PGK inhibitor
18	?	-3%	-13%[57.1 µM]	-2%	46%[activator]	-1%	O=C(NC(=S)Nc1ccc(C(F)(F)F)cc1)c1csnn1	-54%	-5%	-5%
19	-14%	2%	17%	2%	37%	3%	CCN(c1ccccc1)c1nnc(NC(=O)Nc2cccc(C(F)(F)F)c2)s1	0%	1%	3%

Later entries
item	12-LOX inh	JMJD2A Tudor	rTrxR1 inhibitor	ERG-DNA inh	HP1b binding inh	Pin1 inhibitor	structure	RGS4 inh	GLS inhibitor	PGK inhibitor
26	?	-26%	1%[57.1 µM]	-10%	?	6%	CCCOP(=O)(c1ccc(N(C)C)cc1)C(Nc1ccccc1)c1ccc(C)cc1 (stereo unspecified)	-37%	-4%	-9%
27	-7%	18µM*	12%[57.1 µM]	-3%	50µM*	-7%	O=C(NCc1ccc(F)cc1)c1ccc(N2CCc3ccccc32)c([N+](=O)[O-])c1	-6%	1%	-4%
28	?	-9%	-28%	-4%	44%[activator]	-1%	CN(C)C(CNC(=O)c1ccc([N+](=O)[O-])cc1Cl)c1ccco1 (stereo unspecified)	5%	-2%	0%
29	-19%	3%	7%	4%	36%	-2%	COc1cc(OC)cc(-c2nnc(SCC(=O)N(C(C)C)C(C)C)o2)c1	-16%	-8%	-1%
30	-1%	-11%	20%	7%	33%	-2%	Cc1ccc(NC(=O)N2CCCC2c2cccs2)cc1 (stereo unspecified)	15%	0%	-5%
31	13%	-12%	-12%[57.1 µM]	11%	28%	14%	COc1ccc(Cl)cc1NC(=O)CN(C)C(=O)CCC(=O)c1cc(C)sc1C	-10%	-9%	-2%
32	9%	11%	4%	-7%	54%[activator]	1%	COc1ccc(Nc2nc(-c3ccccc3)c(C(=O)Nc3cccnc3)s2)cc1	-6%	-6%	-3%
33	-19%	-21%	0%[57.1 µM]	-1%	12%	4%	Cc1ccc2nc(Cl)c(C3CC(c4cccs4)=NN3C(=O)CCC(=O)O)cc2c1 (stereo unspecified)	2%	5%	11%
34	-5%	?	0%	0%	-2%	40%[activator]	Cc1ccc(C)c(N2CCN(C(=O)Cn3c(C)c4cnn(-c5ccccc5)c(=O)c4c3C)CC2)c1	6%	7%	4%
35	?	8%	11%[57.1 µM]	5%	13%	2%	CCOC(=O)c1c(NC(=O)c2ccccc2Cl)sc2c1CCc1ccccc1-2	?	10µM*	-1%
36	1%	-10%	5%[57.1 µM]	2%	8%	0%	CCNC(=O)Nc1ccccc1C(=O)OC	14%	-1%	-10%
37	-14%	14%[57.1 µM]	11%[57.1 µM]	-11%	23%	1%	Cc1cc(C)nc(-n2nc(C)cc2NC(=O)CNCc2ccccc2)n1	20%[11.4 µM]	-1%	-2%
38	0%	-3%	-15%	2%	17%	-5%	COc1ccccc1N1C(=O)C2CC=CC(C)C2C1=O (stereo unspecified)	8%	2%	1%
39	5%	1%	29%	2%	17%	1%	CCCN(CC(=O)Nc1ccccc1C)C(=O)c1ccc2c(c1)S(=O)(=O)N=C1CCCCCN12	1%	11%	-4%
40	0%	1%	2%[57.1 µM]	-2%	21%	-4%	O=C(NCc1ccc2c(c1)OCO2)c1ccc(=O)[nH]c1	2%	2%	16%
41	34%[activator]	-10%	20%[57.1 µM]	-5%	26%	-9%	CCc1nnc(NC(=O)Nc2ccc(OC)cc2)s1	31%	0%	-3%
42	-24%	-15%	12%[57.1 µM]	-10%	21%[57 µM]	0%	CC1CCN(C(=O)c2ccc(NC(=O)c3nsc4ccccc34)cc2)CC1	13%	-12%	-8%
43	-10%	?	22%[57.1 µM]	-1%	-22%	0%	CCOc1cc2[nH]c(=O)n(CCCN3CCN(c4ccc(OC)cc4)CC3)c(=O)c2cc1OCC	-6%	-3%	0%
44	-3%	-3%	8%[57.1 µM]	-4%	52%[activator]	-6%	Fc1ccc(/C=N/Nc2nnnn2-c2ccccc2)cc1	-24%	33%	i
45	28%&-2%	20µM*!	11%[57.1 µM]	-6%&0%	?	-8%&-5%	Cc1cc2c(cc1S(=O)(=O)CCC(=O)N(C)Cc1ccccc1)OCC(=O)N2	3%&-5%	-2%&-9%	2%&-1%
46	-17%	?	-6%	6%	5%	7%	COc1ccc(-c2nc(CN3CCC(c4ccccc4)CC3)c(C)o2)cc1OC	23%	3%	2%
